Bioassay records: PubChem BioAssay, several laboratories
EBV gp42 block: EBV gp42 inhibition; Q1HVG2; Fluorescence polarization binding assay, mP read-out; inhibition, % (tested at 21.74 µM); hit rate 0.42% among 220,000; in the data active means inhibition above about 50%
Rad51 HR inh: Rad51 (human) homologous recombination inhibition; Q06609; hRad51 DNA strand exchange, fluorescence dequenching; inhibition, % at 10 µM; hit rate 0.085% among 200,000; AID 1385;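 active means inhibition above 40% at the single screening dose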;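 further: 0% = DMSO control wells and 100% = blanks with heterologous ssDNA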
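Material: Human Rad51 nucleoprotein filaments preassembled on unlabelled ssDNA | Also added: Labelled 47-mer dsDNA for strand exchange | Dosing: Single dose, 10 µM final compound | Schedule: 30-min compound preincubation and 15-min exchange, both room temperature | Technique: Fluorescence dequenching at 485/520 nm | Measure: Percent inhibition relative to plate controls and blanks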
MDM2 E3 inh: inhibitors of human Mdm2 E3 ubiquitin ligase; cell-based MDM2 ubiquitination luciferase reporter, 2 h; 0 = plate control, 100 = twice control, blank-subtracted; signal enhancement, % at 5 µM; hit rate 0.11% among 210,000;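 active means signal enhancement of 30% or more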;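 further: luminescence tracks abundance of the self-degrading MDM2-luciferase fusion protein; higher signal means inhibition of MDM2 E3 ligase activity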
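Assay system: stable mammalian line carrying autodegrading MDM2–luciferase fusion reporter; Input: 2000 cells in each well; Compound dosing: single-point 5 µM; Schedule: 2 h compound exposure at 37 °C; Signal: SteadyLite luciferase luminescence after 15 min room-temperature reagent incubation; Evaluation: % luminescence enhancement versus blank-corrected plate control mean; Benchmarks: plate controls and plate blanks.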
Cl transport mod: modulators of human KCC2 chloride dependent transport; KCC2 cells, thallium flux FluoZin-2 fluorescence; B-score of Tl+ flux slope (higher = more flux/activation; lower = inhibition) at 10 µM; hit rate 2.2% among 190,000;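 active means thallium flux slope and its plate-corrected score both differing from the plate sample mean at a set confidence after two filtering rounds, in either direction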;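 further: slope of fluorescence scaled to starting intensity during 10 to 20 s after thallium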
PERK inh: human PERK inhibition, primary cell-based screen | CHO PERK-DD fusion, SEAP luminescence translation reporter | inhibition, % at 5.6 µM | Q9NZJ5 | hit rate 0.17% among 220,000;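 active means inhibition above the mean inhibition of all tested compounds plus 3 SD, set separately per screening campaign, cut at about 2.9% in these data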;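 further: PERK kinase domain activated by AP20187 dimerizer at 100 nM; 0% = DMSO with dimerizer and 100% = rapamycin at 8.4 µM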
L929 necroptosis: blocks zVAD induced death of L929 cells; L929 zVAD necroptosis rescue, ATP luminescence, 24 h; with zVAD 60 µM; viability rescue, % at 10 µM; hit rate 0.38% among 220,000;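 active means activation, scaled between plate controls, above about 75%, limit read from the data; inactive means activation under that limit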;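 further: 0% = zVAD with DMSO and 100% = DMSO alone without zVAD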
Calpain2 inh: blocks pig calpain II enzyme activity; inhibition, % at 16 µM; AID 1236; purified calpain II, fluorogenic peptide substrate, 30 min; hit rate 0.37% among 220,000;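 active means inhibition above about 50%, limit read from the data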
eIF4E-4G inh: eIF4E/eIF4G interaction inhibition in translation initiation | hit rate 0.37% among 220,000 | TR-FRET eIF4E-eIF4GI(517-606) binding, 2 h | AID 782 | inhibition, % at 21.7 µM;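 active means inhibition above about 30%, limit read from the data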;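 further: 0% = full FRET control wells and 100% = background wells lacking eIF4GI fragment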
Target sequence (P63073 whole entry, looked up, the tested form may be a part): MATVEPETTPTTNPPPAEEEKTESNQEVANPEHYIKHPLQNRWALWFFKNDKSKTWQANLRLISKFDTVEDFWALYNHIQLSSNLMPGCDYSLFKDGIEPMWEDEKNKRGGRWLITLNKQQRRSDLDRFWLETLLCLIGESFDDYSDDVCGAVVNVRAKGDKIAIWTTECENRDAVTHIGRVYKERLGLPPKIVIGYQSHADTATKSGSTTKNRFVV
Target sequence (Q04637 whole entry, looked up, the tested form may be a part): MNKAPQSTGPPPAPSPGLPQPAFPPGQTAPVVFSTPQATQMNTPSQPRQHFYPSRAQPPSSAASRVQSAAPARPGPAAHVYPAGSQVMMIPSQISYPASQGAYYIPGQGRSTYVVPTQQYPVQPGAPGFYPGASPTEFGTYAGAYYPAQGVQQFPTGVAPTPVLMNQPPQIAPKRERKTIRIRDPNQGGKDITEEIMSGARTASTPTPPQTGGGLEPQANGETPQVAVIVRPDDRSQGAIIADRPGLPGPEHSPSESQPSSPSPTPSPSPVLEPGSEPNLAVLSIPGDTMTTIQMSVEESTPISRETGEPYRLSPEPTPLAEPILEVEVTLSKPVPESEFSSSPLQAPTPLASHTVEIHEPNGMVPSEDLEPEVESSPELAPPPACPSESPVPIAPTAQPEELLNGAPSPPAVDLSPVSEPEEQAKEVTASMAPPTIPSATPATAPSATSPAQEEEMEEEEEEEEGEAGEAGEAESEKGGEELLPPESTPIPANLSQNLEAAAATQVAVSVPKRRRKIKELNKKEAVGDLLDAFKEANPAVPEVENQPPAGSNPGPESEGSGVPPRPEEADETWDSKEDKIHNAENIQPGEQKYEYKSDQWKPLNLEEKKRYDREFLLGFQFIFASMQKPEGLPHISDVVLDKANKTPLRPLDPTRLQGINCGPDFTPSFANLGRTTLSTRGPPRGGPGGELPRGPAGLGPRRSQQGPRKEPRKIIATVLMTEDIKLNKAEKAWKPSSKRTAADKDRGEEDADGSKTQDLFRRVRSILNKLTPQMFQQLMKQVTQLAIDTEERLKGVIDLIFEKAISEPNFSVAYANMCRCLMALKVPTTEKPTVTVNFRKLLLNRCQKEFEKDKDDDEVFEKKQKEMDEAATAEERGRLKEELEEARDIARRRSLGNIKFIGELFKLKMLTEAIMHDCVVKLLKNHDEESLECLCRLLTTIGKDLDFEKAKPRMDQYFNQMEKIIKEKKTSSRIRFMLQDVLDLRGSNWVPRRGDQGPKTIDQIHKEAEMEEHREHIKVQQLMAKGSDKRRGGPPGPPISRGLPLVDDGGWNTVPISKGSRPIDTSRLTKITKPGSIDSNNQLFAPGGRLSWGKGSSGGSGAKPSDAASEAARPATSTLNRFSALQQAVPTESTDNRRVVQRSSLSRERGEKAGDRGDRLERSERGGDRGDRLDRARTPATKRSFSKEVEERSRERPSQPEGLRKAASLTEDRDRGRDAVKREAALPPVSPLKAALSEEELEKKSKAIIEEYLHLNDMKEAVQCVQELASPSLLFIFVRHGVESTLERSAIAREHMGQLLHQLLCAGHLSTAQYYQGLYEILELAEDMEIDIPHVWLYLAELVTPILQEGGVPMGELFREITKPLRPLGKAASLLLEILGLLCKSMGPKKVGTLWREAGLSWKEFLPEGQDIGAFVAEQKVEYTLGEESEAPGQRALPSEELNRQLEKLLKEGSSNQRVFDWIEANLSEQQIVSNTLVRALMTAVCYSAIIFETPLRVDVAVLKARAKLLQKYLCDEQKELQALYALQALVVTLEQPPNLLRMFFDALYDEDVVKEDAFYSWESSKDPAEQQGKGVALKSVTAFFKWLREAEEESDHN
TNF death inh: blocks TNF-alpha induced death of Jurkat FADD-/- cells; Jurkat FADD-/- TNF necroptosis rescue, ATP luminescence, 24 h; 0 = TNF only, 100 = no-TNF cells; activation (protection from cell death), % at 10 µM; hit rate 0.068% among 220,000;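 active means activation, meaning protection from cell death, of at least 50% relative to plate controls; inactive means activation below 50%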;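 further: necroptosis triggered by 40 ng/mL TNF-alpha added together with compound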
* marks the source's active call; other numbers are inactive results; [ ] = dose if it differs, or a comment.

`O=C(CN1C(=O)c2ccccc2S1(=O)=O)N1CCN(c2ccc(F)cc2)CC1` gave EBV gp42 block -11.8, Rad51 HR inh 3.4, MDM2 E3 inh -21.7, PERK inh -1.0, L929 necroptosis -0.4, Calpain2 inh -5.3, eIF4E-4G inh -1.3[fluorescence artefact?] and TNF death inh -1.2.
For CC1CC(C)CN(C(=S)Nc2ccc(OC(F)F)cc2)C1 (centres undefined) the results were EBV gp42 block -6.2, Rad51 HR inh 4.8, MDM2 E3 inh -8.7, Cl transport mod -0.269, PERK inh 1.7, L929 necroptosis 0.1, Calpain2 inh 4.3, eIF4E-4G inh -2.8 and TNF death inh 2.0.
O=C(Nc1ccc(O)cc1)c1c(O)c2c([nH]c1=O)CCCC2 was read as EBV gp42 block -9.8, Rad51 HR inh 5.8, MDM2 E3 inh -5.7, Cl transport mod 0.776, PERK inh 0.8, L929 necroptosis 67.0, Calpain2 inh -51.3, eIF4E-4G inh -1.7 and TNF death inh -2.8.
For Cc1ccc(-n2nc3c(n2)/C(=N/O)CC/C3=N\O)cc1 the results were EBV gp42 block -20.9, Rad51 HR inh 6.0, Cl transport mod -0.0118, PERK inh -0.5, L929 necroptosis 0.1, Calpain2 inh -12.1, eIF4E-4G inh 3.4 and TNF death inh -7.2.
For CCN(CC)C(=O)CSc1nnc(-c2cccc(OC)c2)o1 the results were EBV gp42 block -21.0, Rad51 HR inh -4.0, MDM2 E3 inh -4.0, Cl transport mod 1.87, PERK inh 0.4, L929 necroptosis 2.0, Calpain2 inh -10.8, eIF4E-4G inh -7.0[fluorescence artefact?] and TNF death inh 1.4.
CN(C)CCNc1ncnc2ccccc12 was read as EBV gp42 block -12.8, Rad51 HR inh -0.9, MDM2 E3 inh -16.4, Cl transport mod 0.0327, PERK inh 1.3, L929 necroptosis 0.6, Calpain2 inh -8.0, eIF4E-4G inh -1.2[fluorescence artefact?] and TNF death inh -2.7.
Screening COCCN=C1Sc2nc3cc(C)c(C)cc3cc2CN1Cc1cccs1 returned EBV gp42 block -17.8, Cl transport mod 0.334, PERK inh 0.9, L929 necroptosis 0.9, Calpain2 inh 0.3, eIF4E-4G inh -6.2 and TNF death inh 5.3.
O=C(C(Cc1ccccc1)N1C(=O)C2C3C=CC(C3)C2C1=O)N1CCCCCC1 (centres undefined) was read as EBV gp42 block 2.5, Rad51 HR inh -0.5, MDM2 E3 inh -15.4, Cl transport mod -0.102, PERK inh -0.4, L929 necroptosis -0.4, Calpain2 inh 9.1, eIF4E-4G inh 4.0 and TNF death inh -1.3.
`CN(C)c1ccc(/C=C/c2ccc3ccccc3n2)cc1` gave EBV gp42 block -26.6, Rad51 HR inh -100.7, MDM2 E3 inh -87.4, Cl transport mod 0.111, PERK inh 0.4, L929 necroptosis -1.9, Calpain2 inh -152.4, eIF4E-4G inh 6.7 and TNF death inh -23.5.
Screening NS(=O)(=O)c1ccc(CCNC(=O)c2ccc(C#CC3(O)CCCCC3)cc2)cc1 returned EBV gp42 block -15.8, Rad51 HR inh -7.1, MDM2 E3 inh -11.7, Cl transport mod 0.141, PERK inh 0.4, L929 necroptosis 2.3, Calpain2 inh -24.5, eIF4E-4G inh -2.1 and TNF death inh -13.4.
For Cc1cc(C)c2c(c1)SC1=NC(c3ccccc3)(C(F)(F)F)NC(=O)N12 (centres undefined) the results were EBV gp42 block 4.7, Rad51 HR inh 9.6, MDM2 E3 inh -4.1, Cl transport mod 0.846, PERK inh 0.1, L929 necroptosis 0.7, Calpain2 inh -25.4, eIF4E-4G inh 4.4 and TNF death inh -2.0.
COc1ccc(C(=O)/C=C(/C)N(C)C)cc1 was read as EBV gp42 block -11.2, Rad51 HR inh 5.8, MDM2 E3 inh -9.6, Cl transport mod 1.15, PERK inh 0.5, L929 necroptosis -0.2, Calpain2 inh 4.9, eIF4E-4G inh 7.3 and TNF death inh -0.5.
For Cc1ccccc1-c1nnc(SCC(=O)Nc2ccc(Cl)cc2)n1N the results were EBV gp42 block -1.3, Rad51 HR inh 0.3, MDM2 E3 inh -7.2, PERK inh 0.2, L929 necroptosis 1.4, Calpain2 inh -8.8, eIF4E-4G inh 6.4 and TNF death inh 1.5.
For COC(=O)c1c(C)[nH]c(C(=O)CSc2ncnc3sc(-c4ccccc4)cc23)c1C the results were EBV gp42 block 2.2, Rad51 HR inh -8.1, MDM2 E3 inh -9.9, Cl transport mod 2.18, PERK inh 0.5, L929 necroptosis 0.4, Calpain2 inh -41.5, eIF4E-4G inh 1.2 and TNF death inh 0.7.
O=C(c1ccc(COc2ccc(Br)cc2)o1)N1N=C(C(F)F)CC1(O)C(F)F (centres undefined) was read as EBV gp42 block 14.4, Rad51 HR inh 5.2, MDM2 E3 inh 9.1, Cl transport mod -0.0394, PERK inh 0.7, L929 necroptosis 0.9, Calpain2 inh -8.9, eIF4E-4G inh 14.9 and TNF death inh 0.9.
Screening Cc1cc(C)c(NC(=O)CS(=O)CC(=O)Nc2cccnc2)c(C)c1 (centres undefined) returned EBV gp42 block -5.8, Rad51 HR inh 0.4, MDM2 E3 inh -5.6, PERK inh 2.3, L929 necroptosis 1.5, Calpain2 inh 12.9, eIF4E-4G inh -2.9 and TNF death inh 0.5.
`Cc1cc2nc(-c3ccc(SCC(=O)Nc4ccc5c(c4)OCCO5)nc3)[nH]c2cc1C` gave EBV gp42 block -44.0, Rad51 HR inh 3.7, MDM2 E3 inh -15.8, PERK inh 0.1, L929 necroptosis 18.7, Calpain2 inh -68.2, eIF4E-4G inh -32.0 and TNF death inh -14.7.
`Cc1ccccc1-n1c(SCC(=O)N2CCCC2)nnc1-c1ccccn1` gave EBV gp42 block -3.7, Rad51 HR inh 0.3, MDM2 E3 inh -6.1, Cl transport mod 0.451, PERK inh -0.2, L929 necroptosis -0.2, Calpain2 inh 5.4, eIF4E-4G inh -5.9 and TNF death inh -2.5.
Screening Cn1c(-c2ccccc2)cnc1SCC(=O)N1CCCCC1 returned EBV gp42 block -17.6, Rad51 HR inh -0.7, MDM2 E3 inh -62.8, Cl transport mod -0.293, PERK inh -0.7, L929 necroptosis 0.3, Calpain2 inh -9.5, eIF4E-4G inh 2.0 and TNF death inh -0.1.
`Cc1cc(C)nc(Oc2ccc([N+](=O)[O-])cc2)n1` gave EBV gp42 block -11.0, Rad51 HR inh 0.9, MDM2 E3 inh -11.8, Cl transport mod 1.01, PERK inh 0.6, L929 necroptosis 0.7, Calpain2 inh 19.4, eIF4E-4G inh 4.2 and TNF death inh 0.3.
Screening O=C(CC1c2ccccc2Oc2ccccc21)Nc1ccccc1C(F)(F)F returned EBV gp42 block -7.1, Rad51 HR inh 12.0, MDM2 E3 inh 1.2, Cl transport mod 1.1, PERK inh -0.7, L929 necroptosis -0.1, Calpain2 inh 23.6, eIF4E-4G inh -1.3 and TNF death inh -0.4.
Nc1nnc(SCn2nnc3ccccc3c2=O)s1 was read as EBV gp42 block -24.5, Rad51 HR inh 10.0, MDM2 E3 inh -3.5, Cl transport mod 0.0317, PERK inh 0.3, L929 necroptosis 1.2, Calpain2 inh 3.3, eIF4E-4G inh -1.4 and TNF death inh 0.5.
O=C(O)CCC(=O)N(Cc1cccs1)Cc1cccs1 was read as EBV gp42 block -20.4, Rad51 HR inh 4.0, MDM2 E3 inh -5.5, PERK inh 0.6, L929 necroptosis 0.2, Calpain2 inh -6.0, eIF4E-4G inh 8.1 and TNF death inh -0.2.
`CC1(C)C(C=C(Cl)Cl)C1C(=O)N(Cc1cccc(Cl)c1)C1CCS(=O)(=O)C1` (centres undefined) gave EBV gp42 block -19.8, Rad51 HR inh 3.5, MDM2 E3 inh 6.6, Cl transport mod 0.448, PERK inh 0.2, L929 necroptosis -0.2, Calpain2 inh 20.4, eIF4E-4G inh 4.2 and TNF death inh 2.0.
CNC(=O)c1ccccc1-c1cn(C)c2ccccc2c1=O was read as EBV gp42 block -4.0, Rad51 HR inh 1.0, MDM2 E3 inh -5.8, Cl transport mod 0.449, PERK inh 0.5, L929 necroptosis 1.3, Calpain2 inh -35.0, eIF4E-4G inh -1.7 and TNF death inh 0.9.
Screening N#Cc1c(NC(=O)C2CC(c3ccccc3O)=NO2)sc2c1CCC2 (centres undefined) returned EBV gp42 block -14.8, Rad51 HR inh -5.5, MDM2 E3 inh -25.4, Cl transport mod -0.788, PERK inh 0.8, L929 necroptosis 1.7, Calpain2 inh 9.7, eIF4E-4G inh -1.4 and TNF death inh 1.1.
For CCOC(=O)N1CCN(c2c(NCCCN3CCCCCC3)c(=O)c2=O)CC1 the results were EBV gp42 block 4.7, Rad51 HR inh -11.2, MDM2 E3 inh -15.8, Cl transport mod -0.542, PERK inh 1.2, L929 necroptosis 0.3, Calpain2 inh -16.1, eIF4E-4G inh 5.4 and TNF death inh 0.3.
Cn1cc(CN(CCO)Cc2cccs2)c(-c2cccc(Cl)c2)n1 was read as EBV gp42 block -10.8, Rad51 HR inh -4.1, MDM2 E3 inh -13.5, Cl transport mod -0.919, PERK inh 0.3, L929 necroptosis -0.1, Calpain2 inh 6.7, eIF4E-4G inh -0.7 and TNF death inh 1.7.
Screening CCCC(=O)NC(=S)NNC(=O)c1ccc([N+](=O)[O-])cc1 returned EBV gp42 block 1.5, Rad51 HR inh 3.2, MDM2 E3 inh -19.3, Cl transport mod 0.971, PERK inh 0.1, L929 necroptosis 0.5, Calpain2 inh 27.3, eIF4E-4G inh -5.0 and TNF death inh 0.7.
`COC(=O)c1sccc1NC(=O)c1ccc(Br)s1` gave EBV gp42 block -13.3, Rad51 HR inh 1.6, MDM2 E3 inh -19.6, Cl transport mod -1.18, PERK inh 0.6, L929 necroptosis -0.1, Calpain2 inh -32.8, eIF4E-4G inh -6.1[fluorescence artefact?] and TNF death inh 0.7.
For COc1ccccc1C1CC(=O)NC(C)=C1C(=O)OC(C)C (centres undefined) the results were EBV gp42 block -8.8, Rad51 HR inh 0.8, MDM2 E3 inh -3.4, Cl transport mod 0.203, PERK inh 0.8, L929 necroptosis 0.0, Calpain2 inh 6.9, eIF4E-4G inh 1.0 and TNF death inh -0.9.
COc1cccc(-c2noc(-c3ccc4c(c3)OCO4)n2)c1 was read as EBV gp42 block -13.0, Rad51 HR inh -1.3, MDM2 E3 inh -64.8, Cl transport mod -0.135, PERK inh 0.6, L929 necroptosis 1.1, Calpain2 inh -0.8, eIF4E-4G inh -4.2 and TNF death inh -0.7.
For Cc1ccc(OC(=O)c2ccc(C)c([N+](=O)[O-])c2)cn1 the results were EBV gp42 block -15.8, Rad51 HR inh -8.7, MDM2 E3 inh 3.0, Cl transport mod -0.194, PERK inh 1.1, L929 necroptosis -1.2, Calpain2 inh 13.8, eIF4E-4G inh 2.2 and TNF death inh -0.7.
Screening C/C(=N\OCC(=O)Nn1c(C)nc2ccccc2c1=O)c1ccccc1 returned EBV gp42 block -14.6, Rad51 HR inh 0.0, MDM2 E3 inh -6.7, Cl transport mod 0.271, PERK inh 0.6, L929 necroptosis 3.1, Calpain2 inh -7.3, eIF4E-4G inh 3.2 and TNF death inh 0.4.
